# MBD2 inh = inhibitors of MBD2 binding to methylated DNA, primary screen, biochemical, TR-FRET, DNA-binding domain, human; MBD2 binding to methylated oligonucleotide; AID 686964, 2013; inhibition, % at 4.4 µM; Methyl-CpG-binding domain protein 2 (Homo sapiens), Q9UBB5; 370,000 compounds, 0.31% hits; in the data active = inhibition above about 13%
# rCAG binder = binders of r(CAG) RNA repeats, primary screen, biochemical, fluorescence | inhibition, % at 3 µM | r(CAG) RNA repeat, TO-PRO-1 dye displacement fluorescence | 370,000 compounds, 1.3% hits;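 active = inhibition above the plate cutoff, the mean of all test compounds on that plate plus 3 SD, cut at about 35% in these data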;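 note: 0% = DMSO alone and 100% = 100 µM mitoxantrone as full dye displacement; higher means more dye released from RNA so lower well fluorescence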
# SIAE inh = human SIAE inhibitors, primary screen, biochemical, fluorescence polarization, FP-Rh probe, 1536-well HTS; Sialate O-acetylesterase (Homo sapiens), Q9HAT2; SIAE FP-Rh probe binding; inhibition, % at 9.66 µM; 370,000 compounds, 0.69% hits;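 active = inhibition above a cutoff: mean of compounds within the control limits plus 3 SD of those, cut at about 17% in these data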;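 note: 0% = plate median of compound wells and 100% = probe without SIAE protein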
# ABHD4 inh = ABHD4 inhibitors, primary screen, biochemical, fluorescence polarization, mouse. (Lyso)-N-acylphosphatidylethanolamine lipase (Mus musculus), Q8VD66. purified mABHD4, FP-Rh probe fluorescence polarization. inhibition, % at 8.92 µM. 370,000 compounds, 0.54% hits;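 active = inhibition exceeding the mean over every tested compound plus 3 SD, cut at about 30% in these data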;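 note: 0% = plate median of compound wells and 100% = S159A mutant with DMSO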
#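 Test system: mABHD4 protein; Read-out basis: % inhibition; Incubation: 45 min + 60 min at 25 °C; Repeats: single replicate; Technique: fluorescence polarization with parallel and perpendicular emission, 525/598 nm; Compound: 8.92 µM, single dose; Benchmarks: full inhibition S159A mutant plus DMSO, zero as sample-well median.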
# TCR-CD3 inh = inhibitors of human TCR-CD3 interaction, primary screen, biochemical, fluorescence, TAMRA-labeled TCR probe. T-cell receptor (TCR). inhibition, % at 9.4 µM. 360,000 compounds, 0.37% hits; in the data active = inhibition above about 19%;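 note: recombinant mutant TCR 2C K166C tagged with TAMRA read by polarization; 0% = receptor in buffer alone and 100% = receptor with positive control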
# PRMT1 inh = PRMT1 methyltransferase inhibitors, primary screen, biochemical, fluorescence polarization; 370,000 compounds, 1.3% hits; recombinant PRMT1, activity-based probe fluorescence polarization; AID 652257, 2013; Protein arginine N-methyltransferase 1 (Homo sapiens), Q99873; inhibition, % at 2.79 µM;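 active = inhibition above about 21% made by adding two undisclosed values, limit read from the data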
# HTRA1 inhibitor = HTRA1 serine protease inhibitors, primary screen, biochemical, fluorescence polarization, HTS; inhibition, % at 5.96 µM; 340,000 compounds, 0.5% hits; Q92743; recombinant HTRA1, FP-rhodamine activity-based probe; in the data active = inhibition above about 36%;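 note: 0% = enzyme with DMSO and 100% = wells lacking enzyme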
# TDP2 absorb = human TDP2 enzyme inhibitors, primary screen, biochemical, epi absorbance, recombinant enzyme; Tyrosyl-DNA phosphodiesterase 2 (Homo sapiens), O95551; T5PNP hydrolysis, p-nitrophenol absorbance 415 nm; inhibition, % at 12.8 µM; 370,000 compounds, 0.34% hits; AID 720702, 2013;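 active = inhibition above the mean of all tested compounds plus 3 SD, set per campaign, cut at about 25% in these data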;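 note: 0% = DMSO with enzyme and 100% = buffer with substrate but no TDP2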
#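 Test system: human TDP2 enzyme; Input: 120 nM TDP2 per well; Buffer or medium: Mg2+-containing Tris-HCl buffer, pH 7.5; Reagent: 5 mM T5PNP; Dosing: 12.8 µM single point, 1% DMSO; Incubation: reaction 2 h, 37 °C; Detection: p-Nitrophenol epi absorbance; Read-out: % inhibition relative to enzyme-containing and enzyme-free wells; Replicates: single well per compound.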
# LEDGF integ inh = blockers of LEDGF/p75-dependent integrase strand transfer – biochemical, TR-FRET, high throughput, primary screen; TR-FRET IN-LEDGF/p75 DNA integration, Eu/Cy5; AID 743269, 2014; inhibition, % at 3.7 µM; 370,000 compounds, 0.64% hits;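 active = inhibition above the screen-wide mean plus 3 SD, cut at about 13% in these data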;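 note: signal is the Cy5 over europium emission ratio at 671 and 618 nm; 0% = plate median of compound wells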
# GC-B act = human GC-B receptor activators, primary screen, HEK293 GC-B cells, cGMP TR-FRET, EC30 CNP | AID 1920062, 2024 | 0% at EC30 CNP, 100% saturating CNP | activation, % at 10 µM | 370,000 compounds, 0.11% hits | Atrial natriuretic peptide receptor 2 (Homo sapiens), P20594;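 active = activation at 10 µM reaching about 35% in either raw or pattern-adjusted values, limit read from the data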
# Target sequence (P20594 whole entry, looked up): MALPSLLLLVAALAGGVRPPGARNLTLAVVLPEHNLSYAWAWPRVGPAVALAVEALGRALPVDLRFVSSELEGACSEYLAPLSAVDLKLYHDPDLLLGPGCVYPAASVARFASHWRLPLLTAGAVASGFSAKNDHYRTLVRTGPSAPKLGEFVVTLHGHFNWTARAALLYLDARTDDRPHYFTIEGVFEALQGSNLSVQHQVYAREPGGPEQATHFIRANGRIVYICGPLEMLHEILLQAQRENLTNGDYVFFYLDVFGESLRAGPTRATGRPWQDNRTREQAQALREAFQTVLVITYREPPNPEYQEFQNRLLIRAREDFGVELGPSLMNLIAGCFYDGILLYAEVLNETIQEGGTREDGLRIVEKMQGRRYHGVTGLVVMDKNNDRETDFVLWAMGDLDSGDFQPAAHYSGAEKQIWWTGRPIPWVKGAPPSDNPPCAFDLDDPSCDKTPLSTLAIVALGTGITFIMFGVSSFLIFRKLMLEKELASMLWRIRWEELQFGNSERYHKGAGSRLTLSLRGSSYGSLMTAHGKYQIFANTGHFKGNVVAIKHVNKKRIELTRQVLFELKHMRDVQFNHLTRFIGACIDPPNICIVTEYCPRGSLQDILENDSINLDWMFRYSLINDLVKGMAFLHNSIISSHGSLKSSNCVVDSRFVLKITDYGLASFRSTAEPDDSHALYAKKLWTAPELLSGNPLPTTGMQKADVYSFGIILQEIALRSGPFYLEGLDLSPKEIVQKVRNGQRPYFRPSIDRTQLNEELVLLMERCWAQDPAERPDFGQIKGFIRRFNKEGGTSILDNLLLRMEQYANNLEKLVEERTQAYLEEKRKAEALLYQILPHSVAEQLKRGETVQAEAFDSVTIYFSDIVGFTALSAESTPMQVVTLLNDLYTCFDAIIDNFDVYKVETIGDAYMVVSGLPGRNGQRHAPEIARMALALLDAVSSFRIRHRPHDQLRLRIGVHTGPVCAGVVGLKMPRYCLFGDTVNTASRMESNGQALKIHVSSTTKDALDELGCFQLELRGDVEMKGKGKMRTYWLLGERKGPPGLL
# The depositor's hits bear a star; / = not tested or not shown.
SMILES,MBD2 inh,rCAG binder,SIAE inh,ABHD4 inh,TCR-CD3 inh,PRMT1 inh,HTRA1 inhibitor,TDP2 absorb,LEDGF integ inh,GC-B act
COc1ccc(CCNC(=O)CNCCc2ccc(F)cc2)cc1,-2,-7,-3,13,-11,4,5,0,-4,-5
COc1cc2ccccc2cc1C(=O)NC(=S)Nc1cccc(C(=O)O)c1C,-7,26,2,-12,-1,-2,1,-3,8,5
CC(=O)N1CCCc2cc(S(=O)(=O)Nc3ccc(C)cc3C)ccc21,-4,-4,2,3,2,1,1,-6,2,2
N#Cc1cnn2c3c(cnc12)C(=O)N1CCc2ccccc2C1C3 (stereo unspecified),-6,1,5,2,5,-2,-1,10,1,4
C[C@H]1CN=C(N(C)C)N1CC1CCC(C(C)(C)C)CC1 (stereo partly specified),2,1,-2,5,4,-2,-6,-1,0,-5
COC(=O)c1cccc(N(C(=O)c2cnccn2)C(C(=O)NCc2ccccc2)c2ccco2)c1 (stereo unspecified),4,-10,-6,1,-6,-2,2,-7,-5,4
O=C(O)C1CC=CCC1C(=O)NNc1c(Cl)cc(Cl)cc1Cl (stereo unspecified),-3,-3,3,3,10,-2,8,-4,-3,2
CCOc1ccc(CCNC(=O)c2cc(-c3ccccc3)c(N3CCOCC3)s2)cc1,-2,4,2,3,9,-1,-14,-6,-1,0
COCc1cc(=O)[nH]c(SC)n1,2,1,7,2,-3,-4,2,12,2,4
Cc1ccc(-n2c(SCC(=O)N/N=C/C=C/c3ccccc3[N+](=O)[O-])nc3ccccc3c2=O)cc1,3,17,-1,-17,3,0,-20,-6,1,-5
COc1ccc(C2CC(C(F)(F)F)n3nc(C(=O)N(C)Cc4cn(C)nc4C)c(Cl)c3N2)cc1 (stereo unspecified),5,-3,2,-1,-2,4,1,-2,3,1
Cc1cc(/C=C2\SC(=O)N(C)C2=O)c(C)n1-c1cccc(C(=O)O)c1,0,16,2,2,-3,13,4,-9,6,0
COc1ccc(OC)c(NC(=O)Cc2c(C(=O)O)n(C)c3ccccc23)c1,-5,18,2,2,3,-1,3,-5,-3,4
Cc1ccn2c(NC(=O)C(C)(C)Oc3ccc(Cl)cc3)c(-c3cccs3)nc2c1,0,2,4,-7,-2,-2,-33,-5,-1,1
CCOC(=O)c1c(C)n(C)c2ccc(OC(=O)c3ccc(N4C(=O)CCC4=O)cc3)cc12,1,5,-11,-4,0,3,-17,-1,1,11
C/C(=N/NS(=O)(=O)c1ccc(Br)cc1)c1c[nH]c2ccccc12,3,8,10,8,3,4,1,25*,-2,0
CC(C)CCNC(=O)C1CC(c2ccccc2C(F)(F)F)=NO1 (stereo unspecified),0,-6,1,-6,-7,-1,0,-8,-3,4
CCC(C)NC(=O)Cn1cnc2sc(C)c(S(=O)(=O)N3CCN(c4ccccc4OC)CC3)c2c1=O (stereo unspecified),1,1,-1,4,6,0,0,-3,-2,-2
CC1CCN(C(=O)c2ccc(CSc3nc4ccncc4n3Cc3ccc(F)cc3)cc2)CC1,1,0,0,-3,-2,-2,-11,-5,1,2
CCOCCCNC(=O)CNC(=S)N(Cc1ccccc1F)C1CCCCC1,3,-3,2,6,-1,-1,0,5,1,-4
C=CCCCCc1nc2ccccc2c(=O)n1N,3,-4,1,9,-5,-3,-1,-3,1,3
COCCCNc1ccn2nc(-c3ccccc3)cc2n1,-5,3,-6,2,4,4,/,0,-1,-4
COCCNC(=O)c1onc(CSc2cccc(Cl)c2)c1C(=O)O,4,8,3,1,-2,2,5,8,-1,9
CC(C)=CCn1c2ccc(NC(=O)Nc3cccnc3)cc2c(=O)n1C,2,5,3,-7,0,13,/,-2,2,2
O=C(Nc1ccccc1F)c1ccc2c(c1)CCN2S(=O)(=O)c1ccccc1,2,0,-10,80*,2,-1,-32,-2,0,-12
# (cont.)
SMILES,MBD2 inh,rCAG binder,SIAE inh,ABHD4 inh,TCR-CD3 inh,PRMT1 inh,HTRA1 inhibitor,TDP2 absorb,LEDGF integ inh,GC-B act
CCOC(=O)c1c(-c2ccccc2)c2cc(OC)ccc2n1CCCN(C)C,-1,-1,-3,18,4,2,3,-11,-3,-8
COc1ccc(CCNCc2csc3nc4ccccc4n23)cc1OC,0,-4,-1,-2,6,1,-2,0,-1,7
Cc1cc(C)c(C#N)c(SCS(=O)Cc2ccc(Cl)cc2)n1 (stereo unspecified),-3,-5,4,-4,-1,-1,-3,4,11,-10
Cc1ccc(NC(=S)N2C3CCCC2CC(NC(=O)C2CC2)C3)cc1C (stereo unspecified),1,3,2,7,-3,-3,9,-8,0,6
CN1CCC(=NOc2ccc([N+](=O)[O-])cc2)CC1,-1,-1,7,5,-2,1,-2,11,0,5
Cc1ccccc1NCC(=O)N/N=C\c1ccc2c(c1)OCO2,-2,2,1,-3,-11,1,0,11,1,1
Cc1ccc(COCCN2CCN(S(=O)(=O)c3ccccc3)CCC2=O)cc1,2,-5,1,0,7,1,0,5,3,-3
CN(CC(=O)Nc1cccc(F)c1)C(=O)c1cccc2ccccc12,-2,-2,-10,-5,1,-1,-7,-11,5,-5
c1n[nH]c(NCc2ccc3c(c2)OCO3)n1,3,6,5,1,1,1,1,-1,0,3
CNC(=S)N1N=C(c2ccc(C)cc2)CC1c1ccc(OC)c(OC)c1 (stereo unspecified),1,-5,-1,-3,2,0,-6,2,0,0
Cc1ccc(CNC(=O)Cn2c([N+](=O)[O-])cnc2C)cc1,3,0,-6,0,-5,0,-5,4,-3,-1
O=S(=O)(NC1CCN(S(=O)(=O)c2c(F)cccc2F)C1)c1ccc2c(c1)OCCO2 (stereo unspecified),2,1,-4,2,0,-1,-7,3,1,4
COc1ccc(/C=C/C(=O)O)cc1S(=O)(=O)N1CCCC1,3,2,-1,-9,-2,4,4,-4,3,1
Cn1c(C=O)c(C#Cc2ccccc2)c2ccccc21,-5,6,4,-3,-2,-3,-39,4,1,-4
CC(=O)Nc1ccc(S(=O)(=O)NCCC(=O)NC(C)c2cccs2)cc1 (stereo unspecified),4,5,1,4,2,2,0,-6,-5,2
Cc1ccc(Nc2nc(Cl)nc(NC3CCCCC3)n2)cc1,2,6,-4,1,-9,5,-20,-15,-4,3
CCOc1ccc(S(=O)(=O)N2CC(=O)Nc3ccccc32)cc1C#N,-3,7,4,-6,-1,-4,-23,-6,4,-1
C[C@H]1CN([C@@H](C)CO)C(=O)CCCn2cc(nn2)CO[C@@H]1CN(C)C(=O)Cc1ccccc1,-2,2,3,2,3,-1,6,-4,-3,-8
Cc1cc2oc(=O)cc(COC(=O)Cn3cnnn3)c2cc1C(C)C,2,-2,2,-5,0,-3,-2,-5,0,1
Cc1ccc(S(=O)(=O)N2CC(C)N(C(=O)N3CCOCC3)C2C)cc1 (stereo unspecified),1,0,-4,7,3,2,-1,-7,2,3
O=c1[nH]cnc2c1sc1nc(C(F)F)cc(-c3ccccc3)c12,-4,6,-2,-5,1,0,1,-7,2,-10
COc1ccc(CN2C(=O)c3ccccc3C(/C=N/OCc3ccc(Cl)cc3)C2=O)cc1 (stereo unspecified),-4,14,1,-11,-3,0,-14,9,-2,-16
CC1(C)CC(=O)C2=C(C1)N(N1CCOCC1)C(N)=C(C#N)C2c1cccs1 (stereo unspecified),-5,4,1,4,-8,1,5,-5,-4,4
COc1ccc(C)cc1N(C(=O)COc1ccccc1)c1nc2ccccc2s1,-2,-3,12,1,-13,-2,-5,2,1,-8
COc1cc(C(=O)NCC2(c3ccccc3)CCCC2)ccc1OC(C)C,-2,-13,-1,-2,35*,-4,-18,-3,8,0
# Next records follow:
SMILES,MBD2 inh,rCAG binder,SIAE inh,ABHD4 inh,TCR-CD3 inh,PRMT1 inh,HTRA1 inhibitor,TDP2 absorb,LEDGF integ inh,GC-B act
Nc1ccc(CCNc2ncnc3c2ncn3[C@@H]2O[C@H](CO)[C@@H](O)[C@H]2O)cc1,5,1,-1,-6,4,-1,6,2,-1,2
COc1ccccc1NC(=O)Nc1nnc(C(C)C)s1,-4,2,-8,-3,6,-2,-5,1,3,-2
COc1ccc(-c2cc(-c3ccccc3)nc3ncnn23)cc1,3,5,-6,-5,4,-3,-17,-6,1,-3
CCCCC(C(=O)OCC)C(N)Cc1ccc(F)cc1 (stereo unspecified),-1,-2,-3,-1,4,-1,-6,-13,5,-12
CCOC(=O)C1CCCN(Cc2ccc(OC)cc2OC)C1 (stereo unspecified),1,0,7,12,3,2,-2,-10,0,3
O=C(C1CCCCC1)N1CCN(S(=O)(=O)c2cccc([N+](=O)[O-])c2)CC1,3,-5,-1,0,-4,6,5,-5,-1,7
O=C(N/N=C/c1ccc(OC(=O)c2ccco2)cc1)c1ccncc1,-1,-2,2,0,4,1,5,13,-1,3
CC1(C)Nc2ccccc2N(CCC(=O)N2CCOCC2)C1=O,8,-2,2,-4,-7,1,8,4,2,1
CC(C)CCN(C(=O)c1ccc(N2CCCC2=O)cc1)c1c(N)n(Cc2ccccc2)c(=O)[nH]c1=O,5,4,2,5,-7,4,-4,6,-1,-4
COc1ccc(/C(=N/Nc2ncnc3ccccc23)C(=O)O)cc1,-5,1,9,3,7,3,4,-1,-1,0
Cc1ccc(C(=O)Nc2ccc(Nc3ccccc3)cc2)cc1C,-6,5,15,10,0,0,32,-15,0,2
CCN(CC(=O)NCc1cccs1)CC(=O)Nc1cccc(S(N)(=O)=O)c1,-1,1,3,1,-4,44*,1,4,1,2
Cn1nc(C(=O)Nc2sc3c(c2C#N)CCCC3)ccc1=O,4,-4,0,1,2,1,4,-1,0,5
Cn1ncc2c(N3CCCCC3)nc(NCCCO)nc21,3,-1,2,-1,3,1,-2,10,2,2
CC(C)(C)c1cc(-c2n[nH]c(=S)n2-c2ccc(Cl)cc2)n[nH]1,3,5,1,4,-9,18,4,1,-4,-10
CCCOc1ccc(C(=O)CCCC(=O)c2ccc(OCCC)cc2)cc1,-1,-1,6,-6,0,-2,-2,10,1,3

# Assay outcomes deposited in PubChem by several laboratories.

# Only part of the results is shown; the hit share may differ from the screen's.
